# GalR3 antag: blocks the human galanin receptor 3 | AID 651719 | HEK293 GalR3-CNG cAMP membrane potential fluorescence; galR3 body fused to GalR1 C-terminus | inhibition, % at 3 µM | hit rate 0.44% among 360,000 | O60755;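 active = inhibition above the screen-wide average plus 3 SD, cut at about 13% in these data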;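 also: forskolin and galanin both at EC90 stimulate the cells; cAMP rise reported by CNG channel membrane potential dye signal; 0% = forskolin plus galanin with DMSO and 100% = forskolin alone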
# Target sequence (O60755 1-299 limits assumed): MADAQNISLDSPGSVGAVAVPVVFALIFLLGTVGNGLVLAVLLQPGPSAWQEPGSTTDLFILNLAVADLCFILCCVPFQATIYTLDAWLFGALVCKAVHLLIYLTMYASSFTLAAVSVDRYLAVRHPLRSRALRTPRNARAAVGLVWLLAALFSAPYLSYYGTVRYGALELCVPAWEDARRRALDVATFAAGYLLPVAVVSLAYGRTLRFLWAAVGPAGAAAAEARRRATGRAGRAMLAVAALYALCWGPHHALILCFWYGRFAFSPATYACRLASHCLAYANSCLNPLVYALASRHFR
# IDE act: activators of human insulin-degrading enzyme in cells; HEK cells, FAbeta-B cleavage, fluorescence polarization; 0% vehicle, 100% cell-free pure enzyme wells; activation, % at 5.96 µM; hit rate 0.073% among 340,000; AID 493087;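 active = activation above the mean of all tested compounds plus 3 SD, set per screening campaign, cut at about 17% in these data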
# CRFR2-BP antag: CRF-BP/CRF-R2 complex antagonism | hit rate 0.59% among 350,000 | AID 588475 | HEK293 CRF-R2/CRF-BP, CRF-induced calcium fluorescence | inhibition, % at 11.8 µM;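 active = inhibition of the ligand-induced calcium signal above about 50% at the single tested concentration, limit read from the data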
# IDE inh: inhibits human insulin-degrading enzyme in HEK cells; P14735; hit rate 0.41% among 320,000; FAbetaB cleavage, fluorescence polarization; AID 434962; inhibition, % at 5.59 µM;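 active = percent inhibition above the average of all tested compounds plus 3 SD, set per screening campaign, cut at about 16% in these data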;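 also: IDE supplied by intact live HEK cells; FP after avidin binding of uncleaved biotin substrate so inhibition keeps polarization high; 0% = DMSO wells and 100% = 60 µM reference IDE inhibitor Ii1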
# SUMO HTRF inh: SUMOylation inhibition | inhibition, % at 35 µM | P63279 | hit rate 0.36% among 290,000 | HTRF SUMOylation assay, SAE1/SAE2 + UBC9, in vitro; in the data active = inhibition above about 50%, passing the limit was not always enough; also: strong numbers were not always called active
# Target sequence (P63279 whole entry, looked up): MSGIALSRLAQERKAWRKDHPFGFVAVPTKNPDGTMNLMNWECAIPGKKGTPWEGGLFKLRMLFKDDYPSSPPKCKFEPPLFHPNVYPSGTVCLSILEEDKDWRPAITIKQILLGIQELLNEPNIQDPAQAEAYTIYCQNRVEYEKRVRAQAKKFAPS
# NS3 helicase inh: inhibitors of Hepatitis C virus NS3 helicase; inhibition, % at 10.9 µM; NS3 helicase DNA unwinding, Cy5 molecular beacon fluorescence; hit rate 0.56% among 290,000;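 active = inhibition above the mean of all tested compounds plus 3 SD, set per campaign, cut at about 35% in these data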;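 also: 0% = DMSO wells and 100% = thioflavine S control wells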
#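 Compound dosing – single dose, 10.9 µM nominal final, DMSO 0.8% final · System – NS3 helicase fragment of HCV · Buffer or medium – MOPS pH 6.5, MgCl2, DTT, Tween20, BSA · Signal – Cy5 beacon fluorescence read at start and 1 h · Also added – annealed dual-labelled DNA beacon duplex, ATP-started · Schedule – 1 h at 25 °C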
# IMP-1 inhibitor: inhibitors of Pseudomonas aeruginosa IMP-1 metallo-beta-lactamase; purified IMP-1, nitrocefin hydrolysis, epi-absorbance fluorescence; inhibition, % at 5.6 µM; hit rate 0.45% among 290,000;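 active = inhibition above the mean plus 3 SD of all compounds in the same screening run, cut at about 4.5% in these data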;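 also: 0% = IMP-1 with DMSO and 100% = DMSO wells lacking enzyme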
#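 System: Purified recombinant IMP-1 metallo-beta-lactamase enzyme | Measured by: Fluorescence quenching readout, ex 480/em 530 nm | Replication: Singlicate | Incubation: 15 min preincubation plus 25 min reaction at 25 °C | Evaluation: Percent inhibition from optical density relative to buffer-blank wells | Benchmarks: DMSO with and without IMP-1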
# pCIP destab: p/CIP protein destabilization; decrease of EGFP signal, % at 10 µM; F442A p/CIP-EGFP cells, EGFP fluorescence, 16 h; hit rate 0.01% among 290,000;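 active = EGFP signal decrease of at least 30% at 10 µM or well 3 SD below plate mean, unless failing retest; inactive = the rest, including hits failing retest or dose response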; also: some compounds called inactive have numbers as strong as hits; many of its hits are not listed in these tables
# VIM-2 inhibitor: blocks Pseudomonas aeruginosa VIM-2 metallo-beta-lactamase; purified VIM-2, nitrocefin hydrolysis, epi-absorbance fluorescence; inhibition, % at 5.6 µM; hit rate 0.89% among 290,000; AID 1527;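 active = inhibition above the mean of all tested compounds plus 3 SD, cutoff set per screening run, cut at about 7.5% in these data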;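 also: red hydrolysis product quenches plate fluorescence so inhibitors raise well fluorescence; 0% = enzyme with DMSO and 100% = DMSO without enzyme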
# * marks the source's active call; other numbers are inactive results; x = no result given.
SMILES,GalR3 antag,IDE act,CRFR2-BP antag,IDE inh,SUMO HTRF inh,NS3 helicase inh,IMP-1 inhibitor,pCIP destab,VIM-2 inhibitor
CC(C)=C(NC(=O)c1ccccc1Br)C(=O)NCCc1nc2ccccc2[nH]1,-1,9,1,9,37,3,-0.4,1,-1.2
CCOc1nc(Nc2ccc(OC)cc2OC)nc(OCC)n1,-11,2,7,-12,-5,-5,-0.7,-5,1.4
O=C(NCc1ccccc1)C(c1ccco1)N(C(=O)c1ccccn1)c1ccccc1 (centres undefined),-1,1,-11,0,4,9,-1.8,6,-2.5
COc1ccc(Cn2c(CCC(=O)Nc3ccc(C)cc3)nc3cccnc32)cc1,-7,1,2,1,-6,-1,-1.8,11,-0.9
CC1CCN(S(=O)(=O)c2ccc(NC(=O)Cc3ccc(S(=O)(=O)N4CCOCC4)s3)cc2)CC1,-5,1,-4,3,x,x,x,x,x
CCN(Cc1ccccc1)C(=O)C1CCN(Cc2ccc(SC)cc2)CC1,-10,0,-31,-2,8,-6,-2.3,0,-2.1
CCOc1ccc(OCCC(=O)OCC(=O)Nc2cc(OCC)c(N3CCOCC3)cc2OCC)cc1,-3,1,-3,4,x,x,x,x,x
COc1ccc(NC(=O)C(=O)NNC(=O)c2cccs2)cc1,-6,0,7,-2,12,10,-6.8,0,-4.5
CC(C)(CNc1ccc(C(F)(F)F)cc1[N+](=O)[O-])N1CCOCC1,-1,8,-10,2,13,-7,-2.1,7,-2.2
COc1cccc(CNC(=O)CN2C(=O)COc3ccc(S(=O)(=O)N4CCC(C)CC4)cc32)c1,-7,5,4,-8,x,0,-2.4,-11,-1.0
O=C(NCc1ccc(Cl)cc1)c1ccc(-c2ccccc2C(F)(F)F)o1,-8,-1,4,2,-10,-9,-2.3,27,-0.4
O=C(CCNS(=O)(=O)c1ccccc1)N1CCN(C(c2ccccc2)c2ccccc2)CC1,-1,0,x,0,2,-8,-2.5,-53,-1.3
COc1cccc(CN(C)C(=O)CCN=C2NS(=O)(=O)c3ccccc32)c1OC,-2,5,-1,1,x,x,x,x,x
Cc1cc(Cl)c(OCCCN(C)C)c(Br)c1,-8,3,-21,4,-9,-2,-3.0,4,-0.3
COc1ccc([N+](=O)[O-])cc1N(CC(=O)N1CCOCC1)S(C)(=O)=O,3,-1,8,2,22,3,-3.1,-7,-2.2
O=C(O)COc1ccccc1C(Nc1ccccn1)c1cc(Cl)c2cccnc2c1O (centres undefined),3,2,-5,0,2,20,-5.2,-3,0.4
COc1ccccc1-c1nnc(SCC(=O)N2CCCCC2)o1,2,5,-6,0,1,3,-2.0,-45,-0.4
O=C(COC(=O)C1CC(=O)N(Cc2ccccc2)C1)Nc1ccc2c(c1)OCO2 (centres undefined),-2,2,-12,2,17,-5,-4.0,12,-1.8
COc1cc(/C=N/N2CCN(Cc3ccc(C)cc3)CC2)cc(OC)c1O,-3,0,-5,1,-8,-13,-7.8,-2,22*
COc1ccc(/C=N/Nc2nc3ccccc3c(=O)n2-c2ccccc2)cc1OC,-2,3,9,-2,16,1,-4.4,-10,-4.5
O=C(CC(Nc1ccccc1)c1ccc(F)cc1)c1ccccc1 (centres undefined),-11,5,13,-2,-13,-4,-1.8,-6,0.8
COc1ccccc1NC(=O)CS(=O)(=O)c1cn(CC(=O)N2CCCC2)c2ccccc12,-4,0,-2,4,-11,8,-2.6,-54,-2.8
CCc1c(C)sc(NC(=O)/C=C/c2ccc3c(c2)OCO3)c1C(=O)OC,1,3,4,-2,29,5,0.4,-5,1.4
COc1ccc2nc(NC(=O)CCc3cc(OC)c(OC)c(OC)c3)sc2c1,-4,3,5,1,-1,-7,-0.1,-10,0.9
CCC1N=C(SC)NC(C)=C1C(=O)c1ccccc1 (centres undefined),0,-4,30,-3,-8,9,0.1,-6,-1.1
CCN(c1ccccc1)S(=O)(=O)c1ccc(Cl)c(NC(=O)CSc2n[nH]c(N)n2)c1,-2,8,-4,6,-1,-7,-3.5,-8,-3.2
CC1(C)CC(=O)C(C2C3=C(CC(C)(C)CC3=O)Oc3ccccc32)=C(O)C1 (centres undefined),0,0,3,-3,-6,-1,-2.6,19,-3.1
CCC1SC(N)=NC1=O (centres undefined),-5,1,1,0,-3,0,-3.9,0,-1.8
CC(Cc1ccccc1)NC(=O)c1ccc([N+](=O)[O-])cc1 (centres undefined),-3,4,17,-6,-13,-10,-0.4,3,-1.4
COc1cc(OC)c(C(=O)OCC(=O)NC2CCCC2)cc1OC,-13,5,4,3,5,8,-0.4,-3,-1.0

# Three of the entries above in order of their number in SUMO HTRF inh, highest first.
SMILES,GalR3 antag,IDE act,CRFR2-BP antag,IDE inh,SUMO HTRF inh,NS3 helicase inh,IMP-1 inhibitor,pCIP destab,VIM-2 inhibitor
O=C(O)COc1ccccc1C(Nc1ccccn1)c1cc(Cl)c2cccnc2c1O (centres undefined),3,2,-5,0,2,20,-5.2,-3,0.4
COc1ccccc1-c1nnc(SCC(=O)N2CCCCC2)o1,2,5,-6,0,1,3,-2.0,-45,-0.4
COc1ccc2nc(NC(=O)CCc3cc(OC)c(OC)c(OC)c3)sc2c1,-4,3,5,1,-1,-7,-0.1,-10,0.9

# By substructure, those above containing bromine.
SMILES,GalR3 antag,IDE act,CRFR2-BP antag,IDE inh,SUMO HTRF inh,NS3 helicase inh,IMP-1 inhibitor,pCIP destab,VIM-2 inhibitor
CC(C)=C(NC(=O)c1ccccc1Br)C(=O)NCCc1nc2ccccc2[nH]1,-1,9,1,9,37,3,-0.4,1,-1.2
Cc1cc(Cl)c(OCCCN(C)C)c(Br)c1,-8,3,-21,4,-9,-2,-3.0,4,-0.3

# Further records follow:
SMILES,GalR3 antag,IDE act,CRFR2-BP antag,IDE inh,SUMO HTRF inh,NS3 helicase inh,IMP-1 inhibitor,pCIP destab,VIM-2 inhibitor
Cc1ccc(OCC(=O)Nc2ccccc2F)cc1,-7,0,1,0,x,x,x,x,x
COc1ccc(CNC(=O)Cn2cccc2C(=O)c2ccccc2C)cc1,-7,7,6,6,0,0,-1.3,9,-1.7
COc1ccc(CNC(=O)CN2C(=O)NC(C)(c3cccc4ccccc34)C2=O)cc1OC (centres undefined),-6,5,8,0,0,-13,-0.8,6,-2.4
Cc1[nH]n(-c2cccc(Cl)c2)c(=O)c1C=NCc1ccco1,-2,2,-4,9,0,-13,-5.0,10,-4.9
Cc1ccc(S(=O)(=O)N(C)C)cc1NC(=O)CN1C(=O)NC2(CCCCCCC2)C1=O,-5,3,-6,1,11,-4,-0.4,8,0.8
C/C(=N\Nc1nnc(C)c(=O)[nH]1)C(=O)O,-1,8,16,-2,-12,-3,-2.0,1,-4.2
Cc1cc(OCC(=O)N2CCOCC2)c(C(C)C)cc1Cl,-4,1,-23,-5,15,-11,-2.9,-6,-3.0
CC(C)(C)Nc1c(-c2cccs2)nc2ccccn12,0,4,-26,7,34,-1,-1.2,-12,-3.0
O=C1c2ccccc2CN1CCNS(=O)(=O)c1ccc2ccccc2c1,0,0,-8,3,-6,4,-3.4,4,-3.1
OCC1OC(n2cnc3c(NCCc4ccccc4)ncnc32)C(O)C1O (centres undefined),-2,-1,34,3,x,x,x,x,x
COc1ccc2c(C)cc(N3CCOCC3)nc2c1,1,-3,-5,2,3,2,0.3,3,-2.9
Fc1ccc(COc2cccc(CNCc3ccncc3)c2)cc1,-1,-4,0,4,-3,-5,1.2,-13,2.0
O=C(Nc1cc(S(=O)(=O)N2CCCCCC2)ccc1OCC(F)(F)F)C1CCC1,-2,1,-2,1,2,-5,-3.0,-3,-2.5
O=S(=O)(Nc1ccc(S(=O)(=O)N2CCCCC2)cc1)c1cccs1,2,5,0,2,2,-4,-5.8,-11,-1.3
O=C(CC1Sc2ncnn2C1=O)Nc1ccc(Br)cc1 (centres undefined),4,-5,-6,4,1,-2,1.4,-5,3.9
Cn1c(=O)cc(SCC(=O)N2CCN(C(=O)c3ccco3)CC2)c2ccccc21,-1,1,1,3,-1,-12,-1.9,9,-1.5
CCOC(=O)C(CC)Sc1cc(C)nc2ccc(OC)cc12 (centres undefined),-7,-2,9,8,-2,1,-2.6,-7,-0.3
CC(=O)C(C(c1ccccc1)c1c[nH]c2ccccc12)[N+](=O)[O-] (centres undefined),-13,-2,17,-11,3,-17,-1.1,1,-3.0
C=CCc1ccc(OCCCCN2CC(C)CC(C)C2)c(OC)c1 (centres undefined),-4,2,19,4,-5,-14,-0.5,24,0.6
CC1=C(C#N)C(NC(=O)c2ccccc2Cl)(C(F)(F)F)C(=O)N1 (centres undefined),-2,0,1,-6,-2,3,-0.7,-6,-1.0
Cc1ccc(C(=O)N2CCN(CCNC(=O)C(=O)NC(C)C)CC2)cc1,-5,-5,26,4,12,12,-2.0,4,-2.6
COc1ccccc1/C=C/[C@@H]1C[C@H]2CN(Cc3cccc(Cl)c3)C(=O)[C@]23CCCN13,-3,-4,-19,2,18,-25,-2.8,-8,-3.3
COc1cc(C(=O)N/N=C/c2sc(N3CCOCC3)nc2-c2ccccc2)cc(OC)c1OC,-3,2,-12,3,-19,-4,-3.6,-3,-3.5
CCc1nn2c(=O)cc(COc3ccc(NC(=O)c4ccco4)cc3)nc2s1,-9,-2,-6,5,19,11,-5.0,-17,-4.1
CC1CCC(NC(=O)c2cc(Cl)nc3ccccc23)CC1 (centres undefined),1,3,5,-4,x,x,x,x,x
O=C(Nc1ccccc1)N1CCCN(c2ccc(C(F)(F)F)cn2)CC1,-3,0,18,-4,19,10,-4.8,-12,-3.5
CCCCN(CC)CCCNC(=O)CC1Nc2ccccc2NC1=O (centres undefined),x,3,0,5,15,3,-5.5,-2,-2.9
COc1ccc(-c2noc(C(C)n3nc(C)c([N+](=O)[O-])c3C)n2)cc1OC (centres undefined),-4,7,-5,5,27,0,-0.7,-6,1.8
COc1cccc(N2C(=O)C3CCCN3C2c2cccs2)c1 (centres undefined),-2,5,0,1,-7,9,-2.8,-13,-4.2
O=C1CCC(C(=O)O)N1 (centres undefined),-2,5,13,-1,10,-11,-1.8,-7,-4.2
CN(CC(=O)Nc1cccc(F)c1)C(=O)c1ccc(-c2cccc(C(F)(F)F)c2)o1,-3,-3,-15,6,x,x,x,x,x
CCOc1ccc(C(=O)OCC(=O)NC2CCCCCCC2)cc1,-5,-3,-1,0,x,x,x,x,x
Cc1ccc(NC(=O)C2CC(=O)N/C(=N/NC(=O)c3ccc(C)cc3)S2)cc1 (centres undefined),-3,-2,5,0,-30,11,-3.1,1,-4.1
CCNC(=O)NC(=O)CN(C)c1ccccc1,0,-1,-17,4,2,-3,-2.8,3,2.5
COc1ccc(-c2noc(CNC(=O)c3ccoc3C)n2)cc1,-5,4,-5,-3,5,-8,-4.0,-2,0.0
COc1ccccc1OCC(=O)NCc1ccco1,-4,2,13,1,11,9,-3.6,-10,-2.5
O=C(CSc1nc(-c2ccccc2)cc(=O)[nH]1)Nc1ccc(F)c(F)c1,-11,-2,12,4,12,-4,-3.1,-12,-2.4
Cc1cc(C)cc(NC(=S)N2CCN(c3ccc(F)cc3)CC2)c1,-1,0,-2,3,14,0,-1.3,-3,0.9
